PLC-beta3 inh = PLC-beta3 (human) inhibition, primary screen. actives 0.18% (n = 370,000). Q01970. inhibition, % at 12.2 µM. Purified PLC-beta3, fluorogenic substrate, fluorescence; in the data active means inhibition above about 11%;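 further: 0% = median of compound wells on plate and 100% = full blocker control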
ssDAF12 agonist = S. stercoralis DAF-12 activation, primary screen; HEK293 ssDAF-12/GRIP1 lit1-tk-luc reporter, luminescence; % of 3 µM dafachronic acid response; activation, % at 6.8 µM; actives 1% (n = 370,000); AID 652126;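 active means activation above the mean over all tested compounds plus 3 SD, cut at about 0.9% in these data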;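 further: 0% = DMSO-only wells and 100% = 3 µM delta7-dafachronic acid wells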
DAX1 inh-1 = inhibitors of human orphan nuclear receptor DAX1 (NR0B1); P51843; HEK293 Gal4-DAX1 luciferase reporter, luminescence; inhibition, % at 6.75 µM; actives 0.99% (n = 340,000); AID 504766;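 active means inhibition above the mean over all tested compounds plus 3 SD, cut at about 4.2% in these data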;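 further: 0% = DAX1-transfected cells with DMSO and 100% = empty-vector control cells with DMSO; inhibition shows as a rise in luminescence from relieved DAX1 repression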
Target sequence (P51843 207-470 limits assumed): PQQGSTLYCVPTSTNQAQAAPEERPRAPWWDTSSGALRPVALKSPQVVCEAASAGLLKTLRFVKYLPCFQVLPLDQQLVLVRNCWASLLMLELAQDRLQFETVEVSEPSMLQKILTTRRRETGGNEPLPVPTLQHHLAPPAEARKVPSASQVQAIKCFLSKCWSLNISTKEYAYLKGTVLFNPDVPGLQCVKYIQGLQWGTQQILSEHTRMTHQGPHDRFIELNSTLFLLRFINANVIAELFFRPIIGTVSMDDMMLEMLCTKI
hgDAF12 agonist = agonists of H. glycines DAF-12 nuclear receptor; HEK293 GAL4-hgDAF12 UAS-luciferase reporter, agonist luminescence; normalized to butyrate control; activation, % at 6.8 µM; actives 1.8% (n = 370,000);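 active means activation above a cutoff set at the mean of all screened compounds plus 3 SD, cut at about 10% in these data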;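 further: 0% = DMSO wells and 100% = sodium butyrate wells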
Rev-erbA mod = Rev-erb alpha (human) modulation; actives 0.79% (n = 370,000); P20393; activity, % at 10 µM; Rev-erbα–FITC-DNA binding, fluorescence polarization, 90 min;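 active means activity above about 14%, limit read from the data; passing the limit was not always enough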;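 further: 0% = DMSO wells with 35 nM protein and 100% = DMSO wells with 750 nM protein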
DAX1 inh-2 = blocks DAX1 repression of SF-1 activated StAR promoter; HEK293T StAR-luciferase reporter, SF-1/DAX-1 repression relief; actives 1.1% (n = 370,000); AID 652010; inhibition, % at 6.8 µM;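 active means inhibition above the mean over all tested compounds plus 3 SD, cut at about 3.6% in these data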;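 further: 0% = DAX-1 cells with DMSO and 100% = cells lacking DAX-1 with DMSO; higher inhibition means more luminescence from relief of DAX-1 repression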
PG9 Ab binder = binds the HIV-1 gp120 antibody PG9 | inhibition, % at 6.7 µM | AID 624416 | actives 0.43% (n = 360,000) | TR-FRET gp120-PG9 antibody binding; in the data active means inhibition above about 8.5%
FXN GAA850 act = activators of GAA850 frataxin (FXN) promoter; actives 0.56% (n = 360,000); AID 540364; activation, % at 6 µM; HEK293 lucGAA850 FXN promoter luciferase reporter, 24 h; percent of 10 µM SAHA response;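 active means activation above the average of all compounds screened plus 3 SD, cutoff fixed separately per campaign, cut at about 7.5% in these data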;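 further: 0% = DMSO wells and 100% = 10 µM SAHA wells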
SMARCA2 activ = activators of SMARCA2 function; activation, % at 9.1 µM; actives 1% (n = 370,000); MG213 cells, MMTV-luciferase reporter, dexamethasone, overnight; in the data active means activation above about 7.8%;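 further: 0% = vehicle wells and 100% = reference activator wells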
hcDAF12 agonist = H. contortus DAF-12 activation, primary screen | actives 1.4% (n = 370,000) | activation, % at 6.8 µM | HEK293 hcDAF-12 lit1-tk-luc reporter, luminescence; 0% DMSO, 100% Δ7-dafachronic acid;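 active means activation above the mean of all tested compounds plus 3 SD, cut at about 5.5% in these data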;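 further: 100% = response to 3 µM Δ7-dafachronic acid high control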
HGIII-sPLA2 inh = Inhibits HGIII-sPLA2 liposome hydrolysis, primary screen; Q9NZ20; QFRET BODIPY PC-A2 liposome hydrolysis, fluorescence; inhibition, % at 12.2 µM; actives 0.56% (n = 370,000); AID 743126;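 active means inhibition above mean plus 3 SD of compounds lying within the high and low control bounds, cut at about 19% in these data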;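 further: 0% = median of test compound wells and 100% = no enzyme DMSO wells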
Target sequence (Q9NZ20 whole entry, looked up): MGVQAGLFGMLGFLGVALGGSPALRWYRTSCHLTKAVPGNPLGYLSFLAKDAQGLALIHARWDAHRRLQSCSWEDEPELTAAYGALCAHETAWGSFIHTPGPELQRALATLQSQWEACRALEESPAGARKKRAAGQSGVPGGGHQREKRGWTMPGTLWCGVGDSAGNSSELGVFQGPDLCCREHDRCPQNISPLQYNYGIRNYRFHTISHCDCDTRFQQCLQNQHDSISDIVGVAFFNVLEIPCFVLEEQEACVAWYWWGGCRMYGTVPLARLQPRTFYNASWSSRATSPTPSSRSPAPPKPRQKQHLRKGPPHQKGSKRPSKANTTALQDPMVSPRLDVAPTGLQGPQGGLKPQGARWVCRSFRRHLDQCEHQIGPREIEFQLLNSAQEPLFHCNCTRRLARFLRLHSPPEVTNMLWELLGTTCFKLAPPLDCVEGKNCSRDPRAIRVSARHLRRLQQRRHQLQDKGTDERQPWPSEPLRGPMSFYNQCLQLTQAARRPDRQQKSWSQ
Active calls of the source: *; i = inactive; . = not tested or not shown. Not a hit list; 7% or so of the library scored in one or more.

Fields – PLC-beta3 inh	ssDAF12 agonist	DAX1 inh-1	hgDAF12 agonist	Rev-erbA mod	DAX1 inh-2	PG9 Ab binder	FXN GAA850 act	SMARCA2 activ	hcDAF12 agonist	HGIII-sPLA2 inh
COc1ccc(CNC(=O)C2CCN(C(=O)c3ccccc3)CC2)cc1
 : -5	-1.3	0.6	3.5	1	-1.0	-1.1	-0.6	2	-0.8	-1
Cn1c(C(=O)OC(C(=O)NCc2ccco2)c2ccncc2)cc2sccc21 (stereo not given)
 : 1	-1.4	-0.1	1.1	1	0.2	-0.1	-0.3	-4	-1.1	-3
Cc1ccc(C2=NS(=O)(=O)N(C)C(C(=O)NCc3ccccn3)=C2)cc1
 : -13	-1.0	0.6	1.2	-1	-0.2	0.1	-0.9	-3	4.1	8
CCCCSc1nc2sc3c(c2c(=O)[nH]1)CCC3
 : 1	-0.9	0.2	-0.9	6	0.4	-1.8	3.1	-2	-2.0	0
COc1cccc(CNC(=O)C(=O)N2CCC3(CC2)OCCN3S(=O)(=O)c2ccc(C)cc2)c1
 : 1	-0.7	0.1	-1.7	-3	-0.6	0.9	-1.3	0	0.1	-5
CCCn1c(=N)c(C(=O)NC2CCCC2)cc2c(=O)n3cccc(C)c3nc21
 : i	-0.8	0.1	1.1	-5	-0.1	1.6	-2.7	-2	-1.9	-10
CN(C)CCN=Cc1c(O)n(Cc2ccccc2)c(=O)c2ccccc12
 : -106	-1.6	0.2	-0.5	0	0.3	1.2	-0.9	-2	1.8	-4
COc1ccc(C2N(c3cccc(Cl)c3)C(=O)C3CCCN32)cc1 (stereo not given)
 : 0	-1.0	-1.2	2.1	1	0.2	0.6	-1.1	0	-0.1	0
Cc1cc(C)cc(Oc2cc(NC(=O)c3cn(C)nc3C)cc([N+](=O)[O-])c2)c1
 : -3	-1.3	-0.2	0.1	-2	-0.3	-0.8	-0.1	-2	-1.9	-6
O=[N+]([O-])c1ccc(NS(=O)(=O)c2cccc3cccnc23)cc1
 : -3	-1.3	0.3	-1.4	1	-0.5	-1.1	1.2	-1	-1.1	-4
COc1cccc(Cn2nnc(C(=O)NCc3ccc(F)cc3)c2N)c1
 : 4	-1.2	0.2	-1.9	-3	-0.3	-2.3	-0.3	0	-2.2	-3
C=CCOC(=O)C1=C(C)NC(SCC(=O)Nc2nccs2)=C(C#N)C1c1ccc(Cl)cc1 (stereo not given)
 : -73	-1.1	-0.1	1.6	20	-1.4	0.1	9.6*	-7	-1.7	-10
CCOC(=O)C1=NN(C(C)=O)C2(CC(=O)N(c3cccc(C)c3)C2=O)C1 (stereo not given)
 : 3	-1.7	2.9	1.9	11	0.1	-0.1	0.4	-1	-0.5	6
Cc1ccc(-c2n[nH]c(=S)n2/N=C/C=C\c2ccccc2[N+](=O)[O-])cc1
 : 6	-0.6	0.7	-0.3	-4	0.9	-2.6	1.4	0	1.4	6
CCOC(=O)c1cc2cc(OC)ccc2[nH]1
 : -258	-0.8	0.0	6.4	1	0.1	0.5	2.7	4	-0.7	9

(next part)
Fields – PLC-beta3 inh	ssDAF12 agonist	DAX1 inh-1	hgDAF12 agonist	Rev-erbA mod	DAX1 inh-2	PG9 Ab binder	FXN GAA850 act	SMARCA2 activ	hcDAF12 agonist	HGIII-sPLA2 inh
O=C(C1CC(=O)N(c2ccc(F)cc2)C1)N1CCCCC1 (stereo not given)
 : 4	-0.8	1.3	1.1	1	0.3	-1.5	1.8	-3	-1.2	2
Cc1nn(C2CCS(=O)(=O)C2)c(Cl)c1/C=C/C(=O)OCC(=O)Nc1ccccc1OC(F)F (stereo not given)
 : -1	-1.9	0.4	-1.3	-2	-0.5	-0.2	-0.2	0	-1.9	-3
C=CCc1c(C)nc(-c2ccccc2)nc1N/N=C/c1ccccc1
 : -3	-1.6	-0.9	6.5	7	0.0	-1.5	0.3	0	0.6	-4
Cc1ccc(C(=O)O)cc1NC(=O)C1=CSCCO1
 : -2	-1.7	0.8	0.7	1	0.1	-2.5	1.9	2	0.3	1
Cc1ccc(C)c(NS(=O)(=O)c2ccc(OCC(=O)N3CCOCC3)cc2)c1
 : 2	-1.0	-1.4	-0.2	-5	-0.5	-1.6	-1.3	0	-0.5	-6
Cc1ccc(C(=O)NCc2ccco2)cc1S(=O)(=O)Nc1cccc(C)c1C
 : 1	-1.5	-0.1	0.3	4	-1.0	-0.3	-6.0	-3	-1.7	-21
CC(C)CN(CC(C)C)C(=O)CC(=O)NC(=O)c1ccc(Cl)cc1
 : 7	-1.5	0.0	0.2	5	0.2	-0.5	-2.0	-2	-0.9	-38
Cc1ccc(-n2nnnc2C(Cl)(Cl)c2nnnn2-c2ccc(C)cc2)cc1
 : 3	-0.2	-0.5	0.8	4	-0.1	-1.0	3.9	1	-0.1	-11
CCN(CCNCC(O)COCc1ccc(Cl)cc1)c1cccc(C)c1 (stereo not given)
 : -7	-1.5	0.1	2.0	3	-1.4	-1.8	-1.2	0	-1.0	-5
O=[N+]([O-])c1nn(-c2cccc(Cl)c2)n(O)c1=NCc1cccnc1
 : -1	-0.5	-0.2	-0.7	1	-0.7	-0.5	4.2	0	-2.1	1
CCn1c(-c2cc(-c3ccccc3OC)nc3ccccc23)n[nH]c1=S
 : -80	-1.1	0.4	-2.9	4	-0.6	-1.5	-0.1	-4	-1.1	8
Cc1cc(-c2csc(N)n2)c(C)n1CCc1ccccc1
 : -26	-0.7	-0.4	0.1	-1	0.6	0.6	-0.2	-3	-2.0	6
COc1cccc(C(=O)N2CCC(C(=O)NCc3ccc(C)cc3)CC2)c1
 : -1	-0.7	1.5	-0.4	1	0.0	-0.3	0.0	-2	-1.4	0
CCOc1ccccc1N(C(=O)c1ccco1)C(C(=O)NC1CCCC1)c1cccs1 (stereo not given)
 : -3	-1.6	-0.8	-0.1	-3	-0.4	0.9	0.9	-4	-0.3	-1
O=C(Cc1ccccc1)CC(CC(=O)c1ccccc1)c1ccccc1 (stereo not given)
 : -1	-0.6	2.7	0.2	-2	-0.3	-1.9	0.2	-2	-0.7	-23

Additional entries follow.
Fields – PLC-beta3 inh	ssDAF12 agonist	DAX1 inh-1	hgDAF12 agonist	Rev-erbA mod	DAX1 inh-2	PG9 Ab binder	FXN GAA850 act	SMARCA2 activ	hcDAF12 agonist	HGIII-sPLA2 inh
COc1ccc(C(CNC(=O)CNC(=O)c2cccc(C)c2)N2CCCCC2)cc1 (stereo not given)
 : -4	-1.2	0.9	1.1	3	-1.0	1.8	-0.2	-1	2.5	7
Cc1c(C(=O)N2CCOCC2)cc(C(C)(C)C)n1-c1ccccc1
 : -6	-0.2	-1.0	0.4	-6	0.3	-0.5	1.3	2	-1.5	-3
CCOC(=O)N1CCC(N(CCN(C)C)C(=S)Nc2cccc(OC)c2)CC1
 : -6	-0.5	2.0	1.4	-5	-0.4	-0.9	1.1	3	0.3	1
CCCC(=O)Nc1ccc2c(c1)nc1n2CCSC1
 : -47	-0.9	0.6	5.0	2	-0.2	0.1	2.5	0	0.9	0
O=C(NCCCN1CCOCC1)C(=O)NCCc1ccccc1
 : 5	-0.4	0.1	0.0	4	0.3	-1.2	1.3	-4	0.3	7
CC(C)c1ccc(C(=O)NNC(=O)c2ccncc2)cc1
 : -8	-0.7	0.3	3.3	1	-0.3	-0.1	2.3	-1	0.8	3
S=C1NCCOc2ccccc21
 : 1	-0.2	.	6.5	13	0.1	1.1	.	-3	1.5	2
CCOC(=O)C1=C(c2ccccc2)O/C(=C(/C(=O)OC)C(F)(F)F)S1
 : -11	-0.4	-0.8	2.2	23*	-0.4	-2.6	-1.6	-1	-0.9	0
O=C(C1CCN(c2ncnc3c2sc2cccc(F)c23)CC1)N1CCCCC1
 : -61	-0.4	.	1.5	-9	-0.9	.	.	-4	2.6	2
COc1ccc(C2CC(c3ccc(Cl)cc3Cl)n3nc(N)nc3N2)cc1 (stereo not given)
 : -107	-0.8	5.2*	-0.7	-5	-0.4	-0.3	1.3	1	-1.7	12
CCCCNC(=O)C1(C)CCCCN1C(=O)c1ccc2c(c1)CCO2 (stereo not given)
 : 3	-1.1	.	3.8	-2	-0.7	-1.4	0.0	-2	-0.3	6
CCOC(=O)N1CCN(C(=O)c2[nH]c(C(F)(F)F)nc2-c2ccccc2)CC1
 : 3	-0.5	.	1.1	4	-0.6	0.4	.	-2	-1.7	0
CCOC(=O)N1CCN(Cc2ccc3c(c2)OCO3)CC1
 : -3	-1.6	3.3	-0.7	6	-0.3	-1.7	2.3	3	-0.4	-8
CCOC(=O)Cc1nc(N2CCN(C(=O)C3CCCO3)CC2)c2c(C)c(C(=O)OCC)sc2n1 (stereo not given)
 : -15	0.2	.	-1.4	-3	0.1	.	.	11*	-2.1	-8
Cc1ccc(NS(=O)(=O)c2csc(C(N)=O)c2)c(C)c1
 : -4	-1.1	-0.9	1.8	0	-0.1	-0.3	1.4	-1	-2.8	5

Later entries
Fields – PLC-beta3 inh	ssDAF12 agonist	DAX1 inh-1	hgDAF12 agonist	Rev-erbA mod	DAX1 inh-2	PG9 Ab binder	FXN GAA850 act	SMARCA2 activ	hcDAF12 agonist	HGIII-sPLA2 inh
Cc1sc(NC(=O)c2ccco2)c(CN2CCC(C)CC2)c1C
 : -14	-0.5	-0.8	2.0	1	0.9	-1.8	-1.7	1	-0.1	4
COc1ccc(/C=N/NC(=O)CN(c2ccc(OC)cc2)S(=O)(=O)c2ccccc2)cc1
 : -2	0.0	0.6	-0.8	6	-0.2	0.1	1.9	-5	-1.3	7
Cc1cc(C)c(NC(=O)CCN2C(=O)c3ccccc3S2(=O)=O)c(C)c1
 : -4	-0.9	-0.3	0.8	1	1.3	0.2	-0.9	0	-1.2	3
CC(C)c1nc2ccc(C(=O)O)cc2[nH]1
 : 7	-1.0	-1.3	-1.0	-1	1.2	0.4	-0.8	-1	-1.1	-1
CC(C)NC(=O)C1CCN(C(=O)c2ccc(-c3ccccc3)cc2)CC1
 : 2	-1.2	-0.8	-0.4	1	-0.9	1.5	-0.1	-2	-1.6	5
CSc1ncnc2c1ncn2CCCNCCc1ccccn1
 : 3	-1.4	1.2	1.4	-3	0.7	0.0	0.0	2	-0.4	8
Cc1cccc(OCc2nnc(SCC(=O)NC3CCCCC3)n2C)c1
 : 2	-1.3	-0.5	-1.2	-3	-0.5	-2.0	2.5	-2	-1.1	0
Cc1ccc(-n2c(SCC(=O)C(C)(C)C)nnc2-c2cccc(C)c2)cc1
 : 0	-1.5	.	0.2	-6	-2.3	.	.	-5	-3.0	1
Cc1nn(-c2ccccc2)c(C)c1NC(=O)COC(=O)CCCOc1ccccc1
 : -12	-0.3	-0.7	-0.1	-2	0.8	-2.1	1.5	1	0.0	-8
O=C(Nc1ccccc1N1CCCC1)C1CCN(C(=O)c2ccc(Cl)cc2)CC1
 : -3	-1.7	0.0	-1.6	-2	0.6	-2.6	-2.9	6	0.9	-10
C=CCn1c(Cc2ccc(OCC)cc2)nnc1SCC(N)=O
 : -2	-1.7	3.5	-0.9	4	-0.6	0.6	2.2	-3	-0.4	1
Cc1ccc(S(=O)(=O)N2CCN(C(=O)c3c(C)nn(-c4ccccc4)c3Cl)CC2)cc1
 : 1	-1.3	0.5	0.2	1	0.0	-0.5	0.9	2	-0.1	-4
CCOc1ccc(NC(=O)CCC(=O)NNC(=O)c2ccc(Br)o2)cc1
 : -7	-0.7	-1.8	1.4	-2	-0.1	0.1	1.5	-1	-1.2	1
